Autophagy HCS: alters autophagy in cells. MEF GFP-LC3 puncta imaging; test concentration mostly 10 µM. calls only at 10 µM (by protocol). 190,000 compounds, 0.98% hits. AID 463193;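 active = percentage of spot-positive cells more than 3 SD above its plate mean, without a fluorescence outlier flag or 80% toxicity; inconclusive = no clear call, values can overlap the other calls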;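 also: spot-positive cell cutoff set from DMSO-treated cells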
Insulin prom up: MIN6 insulin promoter up-regulation | 190,000 compounds, 0.3% hits | MIN6 insulin promoter-GFP reporter, high-content imaging; stronger effect = higher value | z-score at 5 µM;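 active = z-score above 3 at 5 µM with at least 500 cells counted in the well; inconclusive = wells under 500 cells, flagged as cytotoxic or low count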
Myeloid diff 2: compounds promoting myeloid differentiation | ER-HoxA9 myeloid progenitors, lysozyme-GFP differentiation, flow cytometry | calls only at 10 µM | 360,000 compounds, 1% hits | AID 624256;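 active = normalized GFP-positive differentiation at or above the plate's own cutoff, the solvent-only control mean plus 3 SD; inconclusive = no clear call, values can overlap the other calls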;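 also: cells exposed to compound for four days before flow analysis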
b-catenin transl: alters nuclear translocation of beta-catenin in HeLa cells; immunofluorescence imaging; nuclear translocation activity, % at 5 µM; 190,000 compounds, 0.3% hits; AID 1665;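 active = nuclear translocation activity above 50% at 5 µM, with a well cell count of 50 or more; inconclusive = wells under 50 cells across six images, flagged as toxic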;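 also: per-cell ratio of nuclear to cytoplasmic median beta-catenin stain intensity; plate controls were DMSO negative control for no effect and GSK-3 inhibitor IX positive control for full effect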
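assay system = human HeLa cells, endogenous beta-catenin | times = compound treatment 24 h, 37°C, 5% CO2 | detection = Anti-beta-catenin immunofluorescence on PFA-fixed, Triton-permeabilized cells, DAPI nuclei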
MT stabilize HCS: microtubule stabilization, imaging screen; 200,000 compounds, 0.83% hits; AID 2205; % tubulin-high responders, % at 10 µM; HeLa tubulin immunostaining HCS, 24 h; share of cells brighter than vehicle mean+2SD;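 active = plate Z-score above 3 for both tubulin-high and condensed-nucleus cell shares, with cell loss under 80%, at 10 µM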;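 also: anti alpha tubulin signal scored within the nucleus-defined area of each cell; some results filed as inactive read as strong as hits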
West Nile antiviral: inhibition of WNV-induced cytopathic effect – cell-based, CPE readout (AID 1621). CPE inhibition, % at 10 µM, or IC50 in µM where a hit was titrated. West Nile virus-infected cells, CPE inhibition; higher % means a stronger effect. 290,000 compounds, 0.02% hits; in the data active = a potency from the dose series; inconclusive = CPE inhibition mostly from about 3.7% at the one dose, without a potency; inactive = the rest, 99 in 100 with CPE inhibition below about 2.2%; also: strong numbers were not always called active
WT yeast gro inh: growth inhibition of WT yeast, mitochondrial fusion screen; 190,000 compounds, 2.1% hits; mitochondrial fusion phenotypic screen, WT strain; inhibition, % at 10 µM; AID 1362; in the data active = inhibition above about 58%; tested in S. cerevisiae
T cell HTS: T cell immune modulation candidate; 2C CD8+ T cell-vesicle binding, flow cytometry; stronger effect = lower value; calls only at 7 µM; 330,000 compounds, 0.068% hits; AID 2052;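 active = response, share of CD8 T cells binding vesicles, and their 90th percentile fluorescence all below set limits, cut at about 80% in these data, passing the limit was not always enough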
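Benchmarks: naked versus QL9-loaded vesicles / Assay system: purified 2C TCR transgenic mouse naive CD8+ T cells / Technique: high-throughput flow cytometry with anti-B7-1 and anti-CD8 staining / Timing: Cell–vesicle co-incubation 1.5 h at 37 °C, staining 20 min on ice / Read-out: percent CD8+ FL2 mean versus row control / Probe or stimulus: QL9-loaded Drosophila micro-vesicles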
Hep lipid drop: modulators of hepatic lipid droplet formation | AML12 mouse hepatocytes, oleate lipid droplets, BODIPY imaging | AID 1656 | 240,000 compounds, 0.4% hits | inhibition, % at 6.5 µM;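 active = lipid droplet intensity inhibited by at least 50%, with more than 500 cells counted; inconclusive = wells with under 300 cells, treated as cytotoxic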
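Test system: AML12 hepatocytes (mouse); reagent: oleate loading, 100 µM; dosing: one dose, 6.5 µM compound; incubation: overnight exposure; signal: fluorescence imaging, 20x objective, two fields per well; read-out basis: % inhibition of corrected integrated BODIPY droplet signal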
WT yeast gro inh mutant strain: also measured in WT yeast gro inh; calls as there; inhibition, %; mitochondrial fusion phenotypic screen, mutant strain inhibition
Insulin prom up cell count: also measured in Insulin prom up; calls as there; cell count; measured here: cytotoxicity, nuclei count;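 total cells summed across four imaged fields per well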
Hep lipid drop cells 6.5 µM: second read-out of Hep lipid drop, no call of its own (marks repeat the call); cell count; measured here: cell count, cytotoxicity flag;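 cells counted across two imaged fields per well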
b-catenin transl cell count 5 µM: recorded beside b-catenin transl, whose call it bears; cell count; measured here: cell count, cytotoxicity flag
T cell HTS vesicle-bound %: further read-out of T cell HTS, marked with its call; double positive events, %; measured here: CD8+ vesicle-bound cell fraction;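 binding gate set so that unloaded-vesicle control wells show 10% double positive cells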
MT stabilize HCS Hoechst-high %: second read-out of MT stabilize HCS, no call of its own (marks repeat the call); % Hoechst-high responders; measured here: nuclear condensation Hoechst responders;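 share of cells brighter than vehicle mean plus two SD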
MT stabilize HCS cytotoxicity %: recorded beside MT stabilize HCS, whose call it bears; toxicity, %; measured here: cytotoxicity by cell density;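 0% = mean cell density of plate MIN control wells and 100% = no cells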
Autophagy HCS cell loss 18 h: second read-out of Autophagy HCS, no call of its own (marks repeat the call); toxicity, %; measured here: cell loss, nuclei count;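 cell loss after 18 h compound exposure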
Myeloid diff 2 GFP+ MAC1+ %: further read-out of Myeloid diff 2, marked with its call; GFP+ MAC1+ double positive, %; measured here: differentiation confirmed by MAC1 staining
Starred values were filed as active, the others as inactive; i = inactive; ? = inconclusive; . = not tested or not shown.

SMILES | Autophagy HCS | Autophagy HCS cell loss 18 h | Insulin prom up | Insulin prom up cell count | Myeloid diff 2 | Myeloid diff 2 GFP+ MAC1+ % | b-catenin transl | b-catenin transl cell count 5 µM | MT stabilize HCS | MT stabilize HCS Hoechst-high % | MT stabilize HCS cytotoxicity % | West Nile antiviral | WT yeast gro inh | WT yeast gro inh mutant strain | T cell HTS | T cell HTS vesicle-bound % | Hep lipid drop | Hep lipid drop cells 6.5 µM
Cc1ccc2cccc(OCc3nnc(SCC(=O)O)n3C)c2n1 | i | 5.2 | 1.54 | 1570 | i | 0.1 | -2.7 | 1105 | 2.8 | 1.7 | 3.3 | -0.1% | 6.0 | 5.7 | i | 33.8 | -1.3 | 728
O=C(O)c1ccc(-c2ccc(OS(=O)(=O)c3ccccc3F)cc2)cc1 | . | . | . | . | i | 1.7 | . | . | . | . | . | 0.7% | . | . | i | 30.5 | 2.5 | 788
COc1ccccc1Nc1nc(-c2c(C)nc3ncccn23)cs1 | i | 19.5 | . | . | i | 1.3 | 3.9 | 1514 | 15.1* | 16.7* | 53.4* | 0.4% | 11.5 | 4.7 | . | . | -42.9 | 627
Cc1cccn2c(=O)c3cc(C#N)c(=N)n(CCCN4CCOCC4)c3nc12 | i | 4.3 | . | . | i | 0.7 | . | . | 3.1 | 1.5 | 7.2 | 0.1% | . | . | i | 15.5 | . | .
Cc1ccc(Cl)cc1NC(=O)C1CCCN(S(C)(=O)=O)C1 (stereo unspecified) | . | . | . | . | i | 0.4 | . | . | . | . | . | 0.0% | . | . | i | 15.2 | -2.4 | 830
Cc1c(O)c(S(=O)c2ccccc2)c(=O)n(-c2ccccc2)c1-c1ccccc1 (stereo unspecified) | i | 6.2 | 0.06 | 1231 | i | 0.2 | -0.8 | 879 | 1.6 | 3.7 | 6.0 | -0.1% | -9.2 | -2.0 | i | 13.6 | 11.1 | 702
Cc1ccc2cc(CN(c3ccccc3C)S(=O)(=O)c3ccccc3)c(=O)[nH]c2c1 | . | . | . | . | ? | . | . | . | . | . | . | 0.1% | . | . | i | 52.8 | 8.1 | 716
CCCOc1ccc(C2/C(=C(\O)c3c(C)[nH]c(C(=O)OC)c3C)C(=O)C(=O)N2CCN(C)C)cc1 (stereo unspecified) | i | -48.8 | . | . | i | 1.5 | . | . | 4.3 | 4.7 | 7.1 | -0.1% | 5.8 | -4.8 | i | 50.4 | . | .
CC(=O)c1cc(F)ccc1OCC(=O)N1CCCc2ccccc21 | . | . | . | . | i | 0.4 | . | . | . | . | . | -0.5% | . | . | i | 46.6 | -5.7 | 748
Cc1ccc(NCc2nc(SCC(=O)Nc3ccccc3)n[nH]2)cc1 | . | . | . | . | i | 0.5 | . | . | . | . | . | 0.0% | . | . | i | 60.6 | 6.3 | 819
COc1cccc(-c2noc(N)c2C#N)c1 | i | -47.2 | -0.08 | 1240 | i | 3.4 | 4.9 | 1277 | 6.1 | 1.3 | 8.4 | 0.6% | -24.1 | -6.3 | i | 29.9 | . | .
CCO[C@@H]1OC(C(=O)Nc2ccccc2)=C[C@H](c2ccc(C(F)(F)F)cc2)[C@H]1CCCO | i | 5.6 | -3.04 | 1038 | i | 2.0 | -3.3 | 1103 | 1.0 | 0.9 | 1.3 | 1.2% | -12.8 | 31.5 | i | 24.5 | -1.7 | 734
Cc1ccc(CN(C(=O)c2c(F)cccc2F)C2CC(C)(C)NC(C)(C)C2)o1 | i | -9.2 | 0.3 | 1218 | i | 4.8 | -0.8 | 1207 | 1.4 | 2.4 | 10.0 | -0.6% | 2.9 | 4.6 | i | 29.2 | . | .
CCOC(=O)N1CCN(C(=O)c2ccc(CN(c3ccc(C)c(C)c3)S(C)(=O)=O)cc2)CC1 | i | 3.8 | -2.71 | 758 | i | 0.5 | -0.5 | 1173 | 3.0 | 3.1 | 9.3 | 0.2% | 8.1 | -0.3 | i | 31.8 | . | .
CC(C(=O)N(C)C1CCS(=O)(=O)C1)N1C(=O)/C(=C/c2ccco2)SC1=S (stereo unspecified) | . | . | . | . | ? | . | . | . | . | . | . | ? | . | . | i | 20.8 | -0.4 | 710
C/C(=N\NC(=O)c1c(Cl)cnn1C)c1cccc(NC(=O)C(C)C)c1 | i | 11.8 | 0.57 | 1318 | i | 1.1 | . | . | 4.1 | 2.6 | 11.3 | 0.5% | -6.5 | 21.8 | i | 21.9 | 4.5 | 708
C=CCn1c(=O)c(C(=O)NCCNCC)c(O)c2ccccc21 | i | 8.4 | 0.69 | 1376 | i | 8.0 | 1.0 | 1175 | 2.4 | 2.4 | 7.1 | 0.0% | 5.4 | 17.9 | i | 8.7 | . | .
CCC1CC2CC(NC(C)=O)C1C2 (stereo unspecified) | i | -24.1 | 0.39 | 1691 | i | 0.5 | 0.4 | 1391 | 2.4 | 1.4 | 5.4 | 0.8% | -8.4 | -21.9 | i | 60.7 | . | .
CC(C)CNC(=S)N1CCC(c2nc(-c3ccc(F)cc3)no2)CC1 | i | 8.0 | -0.78 | 1296 | i | 0.8 | 0.4 | 1038 | 2.1 | 1.9 | 4.3 | -1.6% | 27.3 | 15.8 | i | 57.9 | -3.2 | 689
CC(=O)c1sc(NC(=O)C2COc3ccccc3O2)nc1C (stereo unspecified) | . | . | 0.01 | 1308 | i | 1.4 | -3.3 | 1123 | 3.9 | 1.7 | 8.0 | -0.2% | 18.6 | 1.9 | i | 19.2 | -14.1 | 749
CCOC(=O)N1CCN(c2cc(=O)n(-c3ccc(C)cc3)c(=O)[nH]2)CC1 | i | -1.9 | -0.56 | 1221 | i | 1.4 | -1.9 | 1122 | 1.4 | 1.9 | 4.3 | 1.4% | -7.5 | 13.4 | i | 21.4 | 14.3 | 732
COc1ccc(/C=C/C(=O)Nc2ccc(N3CCOCC3)cc2)cc1 | i | -2.2 | 1.44 | 1311 | i | 0.5 | 2.1 | 575 | 2.3 | 3.3 | 8.5 | -0.2% | -14.4 | 1.6 | i | 52.9 | -0.3 | 708
CC1Cc2ccccc2N1CC(=O)Nc1ccc2c(c1)OCO2 (stereo unspecified) | i | 5.4 | 0.12 | 981 | i | 0.5 | 1.4 | 1227 | 1.4 | 1.6 | 4.9 | -0.4% | -1.0 | 9.6 | i | 10.2 | -5.4 | 784
CCCCCn1c(C(Cc2ccccc2)NC(=O)COC)nc2ccccc21 (stereo unspecified) | i | -2.8 | -0.04 | 1765 | i | 2.7 | 0.0 | 1070 | 2.5 | 3.9 | 7.6 | -0.8% | 16.9 | 8.7 | i | 42.8 | 4.1 | 691
C=CCc1ccc(OCc2ccc(C(=O)O)o2)c(OC)c1 | . | . | . | . | i | 0.1 | . | . | . | . | . | -0.1% | . | . | i | 51.7 | -10.6 | 789
CCC(C)c1ccccc1NC(=O)COC(=O)CCc1cc(OC)c(OC)c(OC)c1 (stereo unspecified) | i | 1.8 | 0.7 | 1280 | i | 0.8 | -2.6 | 929 | 4.3 | 2.1 | 8.2 | 0.8% | 2.0 | 6.7 | i | 49.4 | 20.0 | 652
CCS(=O)(=O)N1N=C(c2ccccc2)CC1c1ccc2nccnc2c1 (stereo unspecified) | i | 7.0 | 2.06 | 1073 | i | 1.4 | -3.2 | 536 | 2.8 | 2.2 | 7.9 | -1.4% | -19.7 | -13.8 | i | 5.4 | -2.1 | 667
CCOC(=O)N1CCN(C(=O)COc2cccc3c2CCN(CC)C3=O)CC1 | i | -6.4 | 0.12 | 1166 | i | 0.5 | . | . | 2.5 | 3.4 | 6.1 | -0.8% | -5.8 | 7.3 | i | 29.3 | 5.4 | 730
Cc1ncc([N+](=O)[O-])n1Cc1ccccc1 | i | -17.7 | . | . | i | 0.6 | 0.6 | 912 | 2.3 | 3.4 | 7.0 | -0.5% | -9.0 | -18.3 | i | 11.1 | 13.8 | 473
O=S(=O)(Nc1nccs1)c1ccc2c(c1)OCCO2 | i | 1.2 | 0.38 | 1202 | i | 0.7 | -2.3 | 835 | 3.5 | 2.5 | 5.5 | 0.1% | -16.2 | 6.8 | i | 11.7 | . | .
CC(O)CNc1ccc(-c2n[nH]c(=O)c3ccccc23)cc1[N+](=O)[O-] (stereo unspecified) | . | . | . | . | i | 0.9 | . | . | . | . | . | -1.1% | . | . | i | 31.9 | 1.0 | 754
COc1ccc(CNC(=O)C2CC(C)=C(C)CC2C(=O)O)cc1 (stereo unspecified) | i | -4.3 | . | . | i | 7.0 | 1.1 | 1049 | 1.7 | 1.7 | 4.3 | 0.7% | -4.8 | -13.2 | i | 48.2 | -8.4 | 752

3 entries out of the list, sorted by number of heavy atoms, low to high.
SMILES | Autophagy HCS | Autophagy HCS cell loss 18 h | Insulin prom up | Insulin prom up cell count | Myeloid diff 2 | Myeloid diff 2 GFP+ MAC1+ % | b-catenin transl | b-catenin transl cell count 5 µM | MT stabilize HCS | MT stabilize HCS Hoechst-high % | MT stabilize HCS cytotoxicity % | West Nile antiviral | WT yeast gro inh | WT yeast gro inh mutant strain | T cell HTS | T cell HTS vesicle-bound % | Hep lipid drop | Hep lipid drop cells 6.5 µM
Cc1ncc([N+](=O)[O-])n1Cc1ccccc1 | i | -17.7 | . | . | i | 0.6 | 0.6 | 912 | 2.3 | 3.4 | 7.0 | -0.5% | -9.0 | -18.3 | i | 11.1 | 13.8 | 473
COc1ccc(/C=C/C(=O)Nc2ccc(N3CCOCC3)cc2)cc1 | i | -2.2 | 1.44 | 1311 | i | 0.5 | 2.1 | 575 | 2.3 | 3.3 | 8.5 | -0.2% | -14.4 | 1.6 | i | 52.9 | -0.3 | 708
CCC(C)c1ccccc1NC(=O)COC(=O)CCc1cc(OC)c(OC)c(OC)c1 (stereo unspecified) | i | 1.8 | 0.7 | 1280 | i | 0.8 | -2.6 | 929 | 4.3 | 2.1 | 8.2 | 0.8% | 2.0 | 6.7 | i | 49.4 | 20.0 | 652

Compound activity from PubChem.
